S1P4 ag: agonists of human S1P4 receptor; O95977; S1P4-expressing cell line, agonist reporter assay; activation, % at 4.98 µM; 220,000 compounds, 0.35% hits; AID 1509; in the data active = activation above about 11%;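 also: 0% = DMSO vehicle and 100% = reference agonist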
NPY-Y2 PAM-ag: human NPY-Y2 potentiation or agonism, primary screen. P49146. activation, % at 3.6 µM. 220,000 compounds, 0.45% hits. cells expressing NPY-Y2, potentiator/agonist read-out. AID 1359; in the data active = activation above about 27%;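 also: cells stimulated with NPY near EC25 plus isoproterenol at EC100; 0% = vehicle plus submaximal agonist and 100% = vehicle plus saturating agonist; some results beyond the cut were filed as inactive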
Mdm2 ligase inh: Mdm2 E3 ligase (human) inhibition; cell-based MDM2 ubiquitination luciferase reporter, 2 h; 0 = plate control, 100 = twice control, blank-subtracted; AID 1230; signal enhancement, % at 5 µM; 210,000 compounds, 0.11% hits;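 active = signal enhancement of 30% or more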;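 also: luminescence tracks abundance of the self-degrading MDM2-luciferase fusion protein; higher signal means inhibition of MDM2 E3 ligase activity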
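Test system: stable mammalian line carrying autodegrading MDM2–luciferase fusion reporter; quantity: 2000 cells in each well; times: 4 h cell settling then 2 h compound exposure, 37 °C; detection: luminescence with SteadyLite reagent, 15 min at room temperature; evaluation: percent signal gain over controls, blank-subtracted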
PERK inh: inhibitors of human PERK kinase; Q9NZJ5; CHO PERK-DD fusion, SEAP luminescence translation reporter; inhibition, % at 5.6 µM; 220,000 compounds, 0.17% hits;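 active = inhibition above the mean inhibition of all tested compounds plus 3 SD, set separately per screening campaign, cut at about 2.9% in these data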;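 also: PERK kinase domain activated by AP20187 dimerizer at 100 nM; 0% = DMSO with dimerizer and 100% = rapamycin at 8.4 µM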
S1P4 antagonist: blocks the human S1P4 receptor. O95977. inhibition, % at 4.98 µM. S1P4-expressing cells, antagonist mode, reporter read-out. 220,000 compounds, 0.26% hits. AID 1510; in the data active = inhibition above about 29%;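 also: 0% = wells stimulated with agonist and 100% = vehicle wells without agonist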
BaF3 tox: parental Ba/F3 viability inhibition as JAK2V617F counter-screen | 220,000 compounds, 1.1% hits | CellTiter-Glo ATP luminescence | inhibition, % at 5.6 µM | AID 1486;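 active = inhibition above a per-campaign cutoff, the mean inhibition of all tested compounds plus 3 SD, cut at about 27% in these data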;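 also: 0% = DMSO wells and 100% = JAK Inhibitor I control wells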
eIF4E-4G inh: blocks eIF4E binding to eIF4G. inhibition, % at 21.7 µM. 220,000 compounds, 0.37% hits. P63073+Q04637. TR-FRET eIF4E-eIF4GI(517-606) binding, 2 h;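 active = inhibition above about 30%, limit read from the data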;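 also: 0% = full FRET control wells and 100% = background wells lacking eIF4GI fragment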
Ba/F3 V617F tox: lowers viability of Ba/F3 cells expressing EpoR and JAK2V617F | ATP luminescence | inhibition, % at 5.6 µM | 220,000 compounds, 1.1% hits | AID 1446;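 active = inhibition above the campaign mean plus 3 SD over all tested compounds, cut at about 24% in these data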;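 also: cytokine-independent growth of Ba/F3 cells driven by EpoR plus mutant JAK2; 0% = DMSO-treated cells and 100% = JAK inhibitor I control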
Wee1 degr inh: human Wee1 degradation inhibition, primary screen. P30291. HeLa Luc-Wee1K328M stability, luciferase luminescence; 100% = proteasome inhibitor MG132 effect. reporter increase, % at 5 µM. 220,000 compounds, 1.2% hits. AID 1321;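 active = activation above the mean of all tested compounds plus 3 SD, set per screening run, cut at about 8.8% in these data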;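 also: cells exposed to compound for 20 h before luminescence read; 0% = DMSO alone and 100% = MG132 at 30 µM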
Numbers without * were called inactive. Some of the compounds tested (hit frequency here may not be typical).

For CC(=O)Oc1ccc2c(C)cc(=O)oc2c1 the results were S1P4 ag -4.3, NPY-Y2 PAM-ag 2, Mdm2 ligase inh -3, PERK inh 0.3, S1P4 antagonist -19, BaF3 tox 1, eIF4E-4G inh -1, Ba/F3 V617F tox -4 and Wee1 degr inh -1.
CCCCN(CCCC)CCCOC(=O)c1ccc(N)cc1 was read as S1P4 ag 2.0, NPY-Y2 PAM-ag -1, PERK inh -0.5, S1P4 antagonist -2, BaF3 tox 4, eIF4E-4G inh -1, Ba/F3 V617F tox -2 and Wee1 degr inh 0.
CC(C)NNC(=O)c1ccncc1 was read as S1P4 ag 0.8, NPY-Y2 PAM-ag 8, PERK inh 1.8, S1P4 antagonist -14, BaF3 tox 3, eIF4E-4G inh -6, Ba/F3 V617F tox -2 and Wee1 degr inh -3.
`COc1cc(C2Oc3cc(C4Oc5cc(O)cc(O)c5C(=O)C4O)ccc3OC2CO)ccc1O` (centres undefined) gave S1P4 ag 0.4, NPY-Y2 PAM-ag -5, PERK inh 0.2, S1P4 antagonist 0, BaF3 tox 11, eIF4E-4G inh -1, Ba/F3 V617F tox 10 and Wee1 degr inh -4.
Screening O=C1NC(=S)S/C1=C\C=C\c1ccc([N+](=O)[O-])o1 returned S1P4 ag 0.1, NPY-Y2 PAM-ag -3, PERK inh 0.4, S1P4 antagonist -2, BaF3 tox 9, eIF4E-4G inh 20, Ba/F3 V617F tox 31* and Wee1 degr inh 1.
For COc1ccc(-c2oc3c(CC=C(C)C)c(O[C@@H]4O[C@H](CO)[C@@H](O)[C@H](O)[C@H]4O)cc(O)c3c(=O)c2O[C@@H]2O[C@@H](C)[C@H](O)[C@@H](O)[C@H]2O)cc1 the results were S1P4 ag 0.3, NPY-Y2 PAM-ag -11, PERK inh 0.4, S1P4 antagonist 2, BaF3 tox -5, eIF4E-4G inh 2, Ba/F3 V617F tox 3 and Wee1 degr inh 3.
Screening CCCOc1ccc2nc(NC(=O)OC)[nH]c2c1 returned S1P4 ag -1.3, NPY-Y2 PAM-ag -6, PERK inh 1.9, S1P4 antagonist 2, BaF3 tox 75*, eIF4E-4G inh -5, Ba/F3 V617F tox 78* and Wee1 degr inh 4.
Screening CCCC(=O)O[C@]1(C(=O)CCl)[C@@H](C)C[C@H]2[C@@H]3CCC4=CC(=O)C=C[C@]4(C)[C@@]3(F)C(=O)C[C@@]21C returned S1P4 ag 0.2, NPY-Y2 PAM-ag -2, PERK inh -1.4, S1P4 antagonist -31, BaF3 tox 3, eIF4E-4G inh 0, Ba/F3 V617F tox 9 and Wee1 degr inh 2.
`COc1ccc(C(=O)c2ccccc2)c(O)c1` gave S1P4 ag 0.4, NPY-Y2 PAM-ag 13, Mdm2 ligase inh -17, PERK inh 1.1, S1P4 antagonist -9, BaF3 tox 7, eIF4E-4G inh 4, Ba/F3 V617F tox 0 and Wee1 degr inh -3.
For CCN(CCCCOC(=O)c1ccc(OC)c(OC)c1)C(C)Cc1ccc(OC)cc1 (centres undefined) the results were S1P4 ag 1.1, NPY-Y2 PAM-ag -2, PERK inh -2.0, S1P4 antagonist -14, BaF3 tox 5, eIF4E-4G inh 0, Ba/F3 V617F tox 0 and Wee1 degr inh -1.
For CC1(C)O[C@@H]2C[C@H]3[C@@H]4C[C@H](F)C5=CC(=O)C=C[C@]5(C)[C@@]4(F)[C@@H](O)C[C@]3(C)[C@]2(C(=O)CO)O1 the results were S1P4 ag -0.9, NPY-Y2 PAM-ag -2, PERK inh 0.2, S1P4 antagonist -1, BaF3 tox 7, eIF4E-4G inh -1, Ba/F3 V617F tox 14 and Wee1 degr inh 6.
`CC(C)(C)NCC(O)COc1cccc2c1C[C@H](O)[C@H](O)C2` (some centres undefined) gave S1P4 ag 2.1, NPY-Y2 PAM-ag 102*, PERK inh 0.0, S1P4 antagonist 6, BaF3 tox 2, eIF4E-4G inh 1, Ba/F3 V617F tox 0 and Wee1 degr inh -2.
Screening COc1cc(N)c(Cl)cc1C(=O)N[C@@H]1CCN(CCCOc2ccc(F)cc2)C[C@@H]1OC returned S1P4 ag 0.6, NPY-Y2 PAM-ag -13, PERK inh -0.1, S1P4 antagonist -11, BaF3 tox -1, eIF4E-4G inh 3, Ba/F3 V617F tox 5 and Wee1 degr inh 0.
For C/C(=N\NC(=S)NCc1ccccc1)C1CCCCC1 the results were S1P4 ag -0.3, NPY-Y2 PAM-ag 14, Mdm2 ligase inh -4, PERK inh -0.1, S1P4 antagonist -10, BaF3 tox 6, eIF4E-4G inh -2, Ba/F3 V617F tox 2 and Wee1 degr inh -2.
Screening CCCCCCCCCCCCCCCC(O)C(N)CO (centres undefined) returned S1P4 ag 1.8, NPY-Y2 PAM-ag 9, PERK inh 1.0, S1P4 antagonist -28, BaF3 tox 4, eIF4E-4G inh -21, Ba/F3 V617F tox -3 and Wee1 degr inh 1.
Screening CCCC(=O)O[C@]1(C(=O)COC(C)=O)CC[C@H]2[C@@H]3C[C@H](F)C4=CC(=O)C=C[C@]4(C)[C@@]3(F)[C@@H](O)C[C@@]21C returned S1P4 ag 1.2, NPY-Y2 PAM-ag 16, PERK inh -0.7, S1P4 antagonist -21, BaF3 tox 1, eIF4E-4G inh 0, Ba/F3 V617F tox 10 and Wee1 degr inh 6.
O=C(c1ccccn1)N(Cc1cccs1)C1(C(=O)NC2CCCCC2)CCCCC1 was read as S1P4 ag 1.1, NPY-Y2 PAM-ag -11, Mdm2 ligase inh 2, PERK inh 1.0, S1P4 antagonist -30, BaF3 tox 8, eIF4E-4G inh 6, Ba/F3 V617F tox 3 and Wee1 degr inh 8.
For N=c1nc(N2CCCCC2)cc(N)n1O the results were S1P4 ag -0.2, NPY-Y2 PAM-ag 9, PERK inh 0.0, S1P4 antagonist -19, BaF3 tox 4, eIF4E-4G inh 0, Ba/F3 V617F tox 3 and Wee1 degr inh -3.
`O=C(O)Cc1cn(-c2ccccc2)nc1-c1ccc(Cl)cc1` gave S1P4 ag 0.4, NPY-Y2 PAM-ag -10, Mdm2 ligase inh 5, PERK inh 1.2, S1P4 antagonist -12, BaF3 tox 4, eIF4E-4G inh -1, Ba/F3 V617F tox 6 and Wee1 degr inh -1.
Cc1c(C)n(Cc2ccccc2)c2ccc(C(=O)OCCN(C)C)cc12 was read as S1P4 ag 1.8, NPY-Y2 PAM-ag -29, Mdm2 ligase inh -2, PERK inh -0.8, S1P4 antagonist -11, BaF3 tox 11, eIF4E-4G inh 4, Ba/F3 V617F tox -1 and Wee1 degr inh -3.
CN(C)CCCSc1ccccc1NC(=O)/C=C/c1ccccc1 was read as S1P4 ag 1.7, NPY-Y2 PAM-ag -11, PERK inh -0.1, S1P4 antagonist 8, BaF3 tox -2, eIF4E-4G inh -10, Ba/F3 V617F tox 3 and Wee1 degr inh -2.
`CCN(CC)CC1CCCCN1CC(=O)N1c2ccccc2C(=O)Nc2cccnc21` (centres undefined) gave S1P4 ag 0.3, NPY-Y2 PAM-ag 18, PERK inh 1.6, S1P4 antagonist 5, BaF3 tox -6, eIF4E-4G inh 0, Ba/F3 V617F tox -3 and Wee1 degr inh 0.
For Cc1scc2c1N(C(=O)CN1CCN(C)CC1)c1ccccc1NC2=O the results were S1P4 ag 1.1, NPY-Y2 PAM-ag 1, Mdm2 ligase inh -4, PERK inh 1.4, S1P4 antagonist -9, BaF3 tox -1, eIF4E-4G inh 4, Ba/F3 V617F tox -3 and Wee1 degr inh -2.

Arranged by count of non-hydrogen atoms (ascending): part of the list above
Screening CCCCCCCCCCCCCCCC(O)C(N)CO (centres undefined) returned S1P4 ag 1.8, NPY-Y2 PAM-ag 9, PERK inh 1.0, S1P4 antagonist -28, BaF3 tox 4, eIF4E-4G inh -21, Ba/F3 V617F tox -3 and Wee1 degr inh 1.
For Cc1scc2c1N(C(=O)CN1CCN(C)CC1)c1ccccc1NC2=O the results were S1P4 ag 1.1, NPY-Y2 PAM-ag 1, Mdm2 ligase inh -4, PERK inh 1.4, S1P4 antagonist -9, BaF3 tox -1, eIF4E-4G inh 4, Ba/F3 V617F tox -3 and Wee1 degr inh -2.
`CCN(CC)CC1CCCCN1CC(=O)N1c2ccccc2C(=O)Nc2cccnc21` (centres undefined) gave S1P4 ag 0.3, NPY-Y2 PAM-ag 18, PERK inh 1.6, S1P4 antagonist 5, BaF3 tox -6, eIF4E-4G inh 0, Ba/F3 V617F tox -3 and Wee1 degr inh 0.

Among those listed so far, 5 have an aryl methoxy group:
`COc1cc(C2Oc3cc(C4Oc5cc(O)cc(O)c5C(=O)C4O)ccc3OC2CO)ccc1O` (centres undefined) gave S1P4 ag 0.4, NPY-Y2 PAM-ag -5, PERK inh 0.2, S1P4 antagonist 0, BaF3 tox 11, eIF4E-4G inh -1, Ba/F3 V617F tox 10 and Wee1 degr inh -4.
For COc1ccc(-c2oc3c(CC=C(C)C)c(O[C@@H]4O[C@H](CO)[C@@H](O)[C@H](O)[C@H]4O)cc(O)c3c(=O)c2O[C@@H]2O[C@@H](C)[C@H](O)[C@@H](O)[C@H]2O)cc1 the results were S1P4 ag 0.3, NPY-Y2 PAM-ag -11, PERK inh 0.4, S1P4 antagonist 2, BaF3 tox -5, eIF4E-4G inh 2, Ba/F3 V617F tox 3 and Wee1 degr inh 3.
`COc1ccc(C(=O)c2ccccc2)c(O)c1` gave S1P4 ag 0.4, NPY-Y2 PAM-ag 13, Mdm2 ligase inh -17, PERK inh 1.1, S1P4 antagonist -9, BaF3 tox 7, eIF4E-4G inh 4, Ba/F3 V617F tox 0 and Wee1 degr inh -3.
For CCN(CCCCOC(=O)c1ccc(OC)c(OC)c1)C(C)Cc1ccc(OC)cc1 (centres undefined) the results were S1P4 ag 1.1, NPY-Y2 PAM-ag -2, PERK inh -2.0, S1P4 antagonist -14, BaF3 tox 5, eIF4E-4G inh 0, Ba/F3 V617F tox 0 and Wee1 degr inh -1.
Screening COc1cc(N)c(Cl)cc1C(=O)N[C@@H]1CCN(CCCOc2ccc(F)cc2)C[C@@H]1OC returned S1P4 ag 0.6, NPY-Y2 PAM-ag -13, PERK inh -0.1, S1P4 antagonist -11, BaF3 tox -1, eIF4E-4G inh 3, Ba/F3 V617F tox 5 and Wee1 degr inh 0.
